SUMO1-SIM PPI: modulators of human SUMO1-mediated protein-protein interactions; P63165; SUMO1 binding to a labelled peptide, TR-FRET, 1 h; inhibition, % at 20 µM; actives 0.33% (n = 360,000); in the data active means inhibition above about 37%
Scp1 inh: inhibitors of human Scp-1 phosphatase; Recombinant Scp1, phosphopeptide, malachite green phosphate absorbance; inhibition, % at 20 µM; actives 0.88% (n = 340,000); AID 493091;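 active means inhibition above about 50% at 20 µM, limit read from the data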;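 further: plate controls were DMSO wells with enzyme for no effect and wells lacking enzyme for full effect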
Target sequence (Q9GZU7 76-261 limits assumed): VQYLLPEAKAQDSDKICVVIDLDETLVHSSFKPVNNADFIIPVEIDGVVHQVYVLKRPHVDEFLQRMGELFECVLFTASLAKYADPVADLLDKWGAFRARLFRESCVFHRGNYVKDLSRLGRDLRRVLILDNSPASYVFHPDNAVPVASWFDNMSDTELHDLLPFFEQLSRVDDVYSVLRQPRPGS
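System: SCP-1 catalytic domain; Reagent: Phospho 17-mer peptide substrate; Doses: one concentration, 20 µM, with 1.0% DMSO; Incubation: 45 min room-temperature reaction, 5 min colour, 30 min stabiliser; Signal: Phosphate-binding colour reagent, absorbance read at 630 nm.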
LMPTP block: blocks human LMPTP phosphatase; P24666; recombinant LMPTP-A, OMFP fluorogenic substrate, fluorescence intensity; inhibition, % at 20 µM; actives 0.22% (n = 360,000); AID 651560;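 active means compounds that cut the enzyme signal by at least half of the control window in the single-dose screen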;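 further: plate controls were DMSO wells with enzyme plus substrate for no effect and substrate without enzyme for full effect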
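Test system: LMPTP-A phosphatase enzyme; input: 0.625 nM LMPTP-A final; reagent: OMFP substrate, 400 µM final; compound dosing: 20 µM single dose, 3% DMSO; incubation: 50 min dark incubation at room temperature; measured by: endpoint fluorescence intensity from OMFP dephosphorylation; measure: % inhibition relative to no-enzyme and uninhibited control wells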
STEP block: inhibitors of human striatal-enriched phosphatase STEP; P54829; recombinant STEP, OMFP fluorogenic substrate, fluorescence; inhibition, % at 20 µM; actives 0.25% (n = 360,000); AID 588621;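 active means inhibition at 20 µM, scaled per plate between control wells, above about 37%, limit read from the data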;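 further: 0% = DMSO with enzyme and substrate and 100% = substrate only without enzyme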
Target sequence (P54829 whole entry, looked up): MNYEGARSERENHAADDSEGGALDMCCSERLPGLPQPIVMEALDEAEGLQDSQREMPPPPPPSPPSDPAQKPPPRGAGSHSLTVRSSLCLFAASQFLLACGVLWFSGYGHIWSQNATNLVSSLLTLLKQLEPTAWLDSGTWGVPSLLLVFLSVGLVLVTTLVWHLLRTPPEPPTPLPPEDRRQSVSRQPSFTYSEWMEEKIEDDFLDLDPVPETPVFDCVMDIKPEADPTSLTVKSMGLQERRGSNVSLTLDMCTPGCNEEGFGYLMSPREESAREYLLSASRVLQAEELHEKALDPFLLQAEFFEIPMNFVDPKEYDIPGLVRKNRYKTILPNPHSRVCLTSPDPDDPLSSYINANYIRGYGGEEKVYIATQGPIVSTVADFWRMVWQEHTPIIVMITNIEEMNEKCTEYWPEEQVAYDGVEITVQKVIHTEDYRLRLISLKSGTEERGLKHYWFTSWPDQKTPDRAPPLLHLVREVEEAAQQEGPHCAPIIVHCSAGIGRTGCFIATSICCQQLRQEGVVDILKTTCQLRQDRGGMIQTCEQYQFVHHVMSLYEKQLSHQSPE
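Material: STEP (striatal-enriched tyrosine phosphatase) enzyme, cell-free; Compound dosing: 20 µM single dose in 1% DMSO; Technique: fluorescence read at 480 nm ex / 540 nm em; Times: reaction 20 min, ambient temperature; Medium: 50 mM Bis-Tris pH 6.0 with 2.5 mM DTT and 0.005% Tween 20; Also added: OMFP at 25 µM.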
DNMT1 block: blocks human DNA methyltransferase DNMT1; P26358; DNMT1 molecular beacon, Hinp1I cleavage, fluorescence; inhibition (reported as % activation of signal), % at 10 µM; actives 0.83% (n = 360,000); AID 588458; in the data active means inhibition above about 50%
TbMetRS inhib: blocks T. brucei methionyl-tRNA synthetase activity; inhibition, % at 11.9 µM; purified T. brucei MetRS, ATP depletion, Kinase-Glo luminescence; actives 0.4% (n = 360,000);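 active means inhibition above a per-plate cutoff of the control wells' mean inhibition plus 3 SD, cut at about 5.5% in these data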;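 further: 0% = DMSO wells median and 100% = median of wells with control inhibitor compound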
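System: purified T. brucei MetRS enzyme / Detection: Kinase-Glo luciferase luminescence reporting remaining unconsumed ATP / Medium: HEPES buffer with MgCl2, KCl, DTT, spermine, BSA, pyrophosphatase / Replication: singlicate, one well per compound / Evaluation: percent inhibition relative to median high and low control wells / Schedule: 2 h aminoacylation at 25 °C after 15 min preincubation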
Rpn11 inh: blocks the human proteasome subunit Rpn11; actives 0.59% (n = 360,000); O00487; calls only at 20 µM; human 26S proteasome, Ub4-pepOG fluorescence polarization; 20S core pre-blocked with epoxomicin;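 active means inhibition at 20 µM, scaled to each plate's controls, above about 33%, limit read from the data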
Target sequence (O00487 whole entry, looked up): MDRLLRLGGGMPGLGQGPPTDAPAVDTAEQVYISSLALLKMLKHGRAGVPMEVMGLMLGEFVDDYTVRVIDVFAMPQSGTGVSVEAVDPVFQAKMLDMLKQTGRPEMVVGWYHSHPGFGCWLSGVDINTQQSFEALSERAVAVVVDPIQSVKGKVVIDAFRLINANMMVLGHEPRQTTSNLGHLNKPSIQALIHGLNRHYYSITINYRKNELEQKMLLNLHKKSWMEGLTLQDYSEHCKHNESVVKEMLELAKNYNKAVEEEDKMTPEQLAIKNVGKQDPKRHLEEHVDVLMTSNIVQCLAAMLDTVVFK
CSN deneddyl inh: CSN deneddylation inhibition; Q92905; Purified CSN, SCF-Nedd8-OG deneddylation, fluorescence polarization; inhibition, % at 12.5 µM; actives 0.38% (n = 360,000); AID 651999;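 active means pattern-corrected inhibition above about 35%, with an unprinted fluorescence ratio check between 0.5 and 1.5, limit read from the data, passing the limit was not always enough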;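 further: 0% = enzyme with substrate and 100% = substrate without enzyme; some results filed as inactive read as strong as hits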
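Assay system: Purified human Csn5 enzyme expressed in HEK293T cells | Amount: Enzyme 0.24 nM | Measured by: Fluorescence polarization readout | Medium: Tris/NaCl/DTT buffer, pH 7.5 | Compound dosing: One concentration, 12.5 µM, 0.25% DMSO | Times: 90 min incubation of compound, enzyme and substrate at room temperature | Control set: no-enzyme wells high, enzyme-with-substrate wells low | Read-out: % inhibition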
NadD block: NadD (S. aureus) enzyme inhibition. purified NadD enzyme, colorimetric absorbance read-out. actives 0.78% (n = 360,000). inhibition, % at 20 µM. AID 602399; in the data active means inhibition above about 26%; further: some compounds past the cut are filed as inactive
MsrA inhibitor: bovine MsrA inhibition. purified bovine MsrA, absorbance read-out. inhibition, % at 15.5 µM. actives 0.75% (n = 360,000); in the data active means inhibition above about 4.5%;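 further: 0% = vehicle wells with enzyme and 100% = reference inhibitor wells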
Starred values were filed as active, the others as inactive; i = inactive; · = not tested or not shown; + = active, no number.

SMILES	SUMO1-SIM PPI	Scp1 inh	LMPTP block	STEP block	DNMT1 block	TbMetRS inhib	Rpn11 inh	CSN deneddyl inh	NadD block	MsrA inhibitor
Cc1ccccc1NC(=S)NCc1cccn1C	-1	-5	-0.6	-2	-13	-0.1	i	-5	0	0.1
COCc1ccc(C(=O)N2CCCC(N(C)Cc3ccccc3)C2)s1 (stereo not drawn)	-5	-1	-0.7	0	3	-0.4	i	0	-2	-0.6
c1cnc2ccc(C(c3nnnn3C3CCCC3)N3CCN(c4nc5ccccc5s4)CC3)cc2c1 (stereo not drawn)	1	4	4.8	2	-8	1.3	i	-3	14	0.1
C/C(=N/NC(=O)CCC(=O)Nc1ccc(Br)cc1)c1ccc(Br)cc1	1	-15	-0.9	-1	16	0.1	i	-1	-4	-0.8
O=C1N=c2ccccc2=C1c1sc(NS(=O)(=O)Cc2ccccc2)nc1O	5	93*	3.8	9	-1	0.6	i	1	6	1.5
O=C(Nc1cccc(Cl)c1)c1ccc2c(=O)n3c(nc2c1)CCCCC3	2	9	-0.7	0	-2	-0.8	i	-3	13	0.5
NC(=O)c1c(C(F)(F)F)cc(-c2ccccc2)nc1NCCO	-3	-2	1.0	-1	2	1.5	i	0	-6	0.9
N#C/C(C(=O)NCc1ccccc1)=C1/N=C(NC(=O)c2ccco2)c2ccccc21	-46	-7	0.2	3	-4	-0.6	i	101	4	0.9
NC(=O)c1nnn(-c2nonc2N)c1-c1ccc([N+](=O)[O-])cc1	-24	6	0.2	1	6	-0.7	i	-3	-2	-1.3
O=[N+]([O-])c1ccccc1CSc1nnc2ccccn12	-11	-1	-0.8	-2	0	-1.6	i	2	-7	2.2
CNc1nccc(-c2ccc(F)cc2)c1C#N	-2	1	0.2	1	1	-0.2	i	-6	-1	0.7
CC1(C)Cc2cccc(OCC(=O)Nc3cc(C(F)(F)F)ccc3N3CCOCC3)c2O1	-2	-12	2.4	4	-1	-0.2	i	-1	6	-0.7
NS(=O)(=O)c1ccc(CCNC(=O)CSc2nc3ccsc3c(=O)n2CC2CCC(C(=O)O)CC2)cc1 (stereo not drawn)	0	-1	-0.2	2	-1	-0.1	i	-8	4	0.2
CCNC(=O)Nc1ccc(S(=O)(=O)Nc2cnc(C)nc2C)cc1	4	1	-0.6	-1	-2	0.3	i	-3	4	0.9
CC(Nc1ccc2c(c1)OCCO2)C(=O)N1CCc2ccccc21 (stereo not drawn)	-1	-6	0.3	0	0	-0.4	i	-17	4	-0.3

Brought forward from above: 2 compounds, then new ones.
SMILES	SUMO1-SIM PPI	Scp1 inh	LMPTP block	STEP block	DNMT1 block	TbMetRS inhib	Rpn11 inh	CSN deneddyl inh	NadD block	MsrA inhibitor
CCNC(=O)Nc1ccc(S(=O)(=O)Nc2cnc(C)nc2C)cc1	4	1	-0.6	-1	-2	0.3	i	-3	4	0.9
CC(Nc1ccc2c(c1)OCCO2)C(=O)N1CCc2ccccc21 (stereo not drawn)	-1	-6	0.3	0	0	-0.4	i	-17	4	-0.3
CCc1ccc(NC(=O)c2sc3nc4n(c(=O)c3c2C)CCC4)cc1	-4	-2	0.2	2	2	-0.5	i	3	-10	1.0
CN(C)c1ccc(C#Cc2ccc3cc(CCO)oc(=O)c3c2)cc1	-14	38	68*	97*	42	-0.5	+	2	4	·
CCCCNC(=O)COC(=O)c1ccc(C)c(NC(=O)c2ccco2)c1	4	-2	1.1	-1	1	-1.9	i	4	-6	-1.2
O=C(c1cccs1)N1N=C(c2ccccc2)CC1c1ccccc1O (stereo not drawn)	3	-4	2.6	4	36	-0.7	i	0	-7	1.8
CC1CCN(C(=O)COC(=O)c2cc(S(=O)(=O)N3CCOCC3)ccc2Cl)CC1	-1	-5	-0.7	-1	5	-0.5	i	-4	1	2.5
CN1CCN(C(=S)Nc2ccc(Cl)c(Cl)c2)CC1	0	-9	-2.6	-3	3	1.5	i	-5	-4	-1.4
COCCN1Cc2cccc(C(=O)NCc3cccnc3)c2C1=O	4	-1	0.0	-1	1	-0.6	i	3	-3	-0.7
COc1cccc(OCCNS(=O)(=O)c2cccc([N+](=O)[O-])c2)c1	-20	-3	0.4	-1	-1	-0.4	i	-4	-12	1.3
CC1CC1C(=O)OCC(=O)NCc1ccccc1 (stereo not drawn)	4	-3	-0.7	-2	2	-0.5	i	3	6	1.0
OC12CCCCC1C(c1ccc3c(c1)OCO3)N(Cc1cccc(F)c1)CC2 (stereo not drawn)	-1	3	1.2	1	-5	-0.8	i	-4	2	0.0
CCc1ccc(OCCOCCN2CCN(C)CC2)cc1	1	11	-1.7	1	2	1.2	i	7	0	-1.0
Cc1ccc(S(=O)(=O)CCSc2nc(C)cc(C(F)(F)F)c2C#N)cc1	-3	-12	1.2	2	0	-0.3	·	17	1	-0.1
CCN(C(=O)CN1C(=S)NC(C)(C)CC1C)c1ccc(C)c(C)c1 (stereo not drawn)	-4	-3	-0.6	-2	1	-0.9	i	4	-4	0.0
O=c1[nH]c(COc2ccccc2)nc2ccccc12	-3	-1	-0.4	0	0	-1.0	i	3	-5	-0.8
COc1cccc(OC)c1C(=O)NC(=S)N1CCCCC1c1cccnc1 (stereo not drawn)	4	1	-0.7	-4	2	-1.1	i	-3	7	0.3
CC(=O)c1c(C)[nH]c(C(=O)OCC(=O)N(Cc2ccccc2)C(C)(C)C)c1C	-6	0	1.0	0	1	-0.3	i	1	-3	0.3
COCCN1C(=O)C(=O)/C(=C(/O)c2ccc(S(=O)(=O)N3CCOCC3)cc2)C1c1cccc(Cl)c1 (stereo not drawn)	-25	-8	-1.1	1	-1	-0.9	i	-3	4	1.4
COc1ccc(CNN2CCCCC2C(=O)Nc2ccc(OC)c(OCC(C)C)c2)cc1OC (stereo not drawn)	-3	-9	-1.1	1	1	0.0	i	-3	0	0.6
COc1ccc(OC)c(S(=O)(=O)NCC(c2ccc(F)cc2)N2CCN(C)CC2)c1 (stereo not drawn)	2	-5	-3.0	-1	0	-0.1	i	-2	-7	0.5
CC1=NN(c2ccc(C)cc2)C(=O)/C1=C\C=C\c1ccccc1	28	-7	3.2	0	19	-0.6	i	10	-4	0.9
CCN(CC(=O)Nc1cc(Cl)ccc1C)C(=O)c1ccc(=O)n(Cc2ccccc2)n1	-4	-2	-0.2	1	1	0.4	i	3	0	-0.3
CN(C)S(=O)(=O)c1cc(NC2CC(=O)N(c3ccc(F)cc3)C2=O)ccc1Cl (stereo not drawn)	0	-5	-1.5	2	-11	-0.5	i	7	-8	1.2
COC(=O)c1cc(S(=O)(=O)Nc2ccc(C)c(F)c2)c[nH]1	13	-3	1.0	-3	-2	0.0	i	1	-2	-0.7
CCn1c(=S)sc2c(=O)n(CC(=O)Nc3cccc(Cl)c3)c(C)nc21	7	10	2.5	-1	-7	0.1	i	-3	3	1.1
CSCCC(NS(=O)(=O)c1ccc(C)cc1)C(=O)Nc1ccc(C)cn1 (stereo not drawn)	2	7	0.1	-3	10	-0.8	i	2	-3	-0.6
COc1ccc(CNS(=O)(=O)c2c(C(=O)N3CCCCCC3)c(C)n(C)c2C)cc1	-1	-6	-1.3	0	2	-0.1	i	-1	-7	-0.2
Cc1cc2c(cc1S(=O)(=O)NCc1ccccc1)NC(=O)CO2	-2	-3	-1.5	-1	-1	-0.4	i	3	1	0.6
Cc1ccccc1OCC(O)COc1ccccc1C	-3	-13	0.1	-4	6	0.2	i	-3	-8	0.2
CN(C)S(=O)(=O)n1cc(/C=C(\NC(=O)c2ccccc2)C(=O)NCCN2CCOCC2)c2ccccc21	-5	6	-0.2	-1	1	0.1	i	0	-6	1.2
Nc1cc(=O)[nH]c(SCC(=O)Nc2ccccc2Sc2ccccc2)n1	-1	-1	-0.7	-2	1	-1.5	i	-5	-2	0.0
O/N=C/c1cc(Cl)ccc1OCc1ccccc1Cl	-1	-12	2.4	0	-8	-1.2	i	-2	-6	-0.7
CC(NC(=O)C(C)N1C(=O)c2ccccc2C1=O)c1ccccc1 (stereo not drawn)	-1	-5	-1.5	0	0	-0.5	i	-5	5	-0.3
O=C(Cn1cc(C(=O)C2CC2)c2ccccc21)Nc1ccc(F)cc1	-7	-6	0.8	-2	-2	2.4	i	5	2	0.5
CCc1cccc(NC(=O)C2CCCN(S(=O)(=O)c3c(C)[nH]c(=O)[nH]c3=O)C2)c1 (stereo not drawn)	0	2	-2.7	-2	0	-0.7	i	-5	-2	0.6
CC1C(=O)N2CCCc3cc(NC(=O)COc4ccccc4)cc1c32 (stereo not drawn)	-2	-5	-0.8	-1	-1	-0.5	i	-1	2	-0.5
CC1(C(=O)Nc2ccc3[nH]ncc3c2)CCN1C(=O)C/C=C/c1ccccc1 (stereo not drawn)	2	·	-0.5	0	-2	0.8	i	-6	3	1.6
CC(C)c1csc(CN2CCC(n3nccc3NC(=O)Cc3ccccc3)CC2)n1	5	-5	0.6	0	-2	-0.1	i	2	-3	-0.6
CC(=O)NC1=NN(C(C)=O)C(c2ccc(C)cc2)S1 (stereo not drawn)	-2	-5	-1.5	-1	1	-1.0	i	-2	-5	0.3
CN(C(=O)c1ccccc1C(=O)OCC(=O)Nc1cccc(Br)c1)c1ccccc1	2	1	0.1	-2	-9	0.1	i	-3	-8	2.4
COc1cccc(C2=NOC(C(=O)Nc3ccc4c(c3)OCO4)C2)c1 (stereo not drawn)	-4	-3	1.5	-2	-11	-0.3	i	-3	-5	0.7
O=C1c2cccc3cc([N+](=O)[O-])cc(c23)C(=O)N1c1nncs1	-25	-3	0.0	3	7	0.0	i	1	-8	2.5
Fc1ccc(NC(=S)Nc2ccccc2Cl)cc1	1	-3	0.4	-2	2	-0.5	i	0	1	0.2
O=C1C2C(c3ccccc3)C=CC(c3ccccc3)C2C(=O)N1CCO (stereo not drawn)	3	-1	-1.4	-1	-1	0.1	i	0	-1	0.7

Screens from PubChem.
